Screening data as filed in PubChem.
FUS yeast rescue – suppressors of FUS proteinopathy in yeast; S. cerevisiae FUS-expressing, growth rescue, OD600, 24 h; 390,000 compounds, 0.24% hits; AID 1347120; Potency, µM (series often up to 76.6 µM), without a hit: top-dose growth rescue (activation), most hits filed as activators; active = well fitted activation curve with a large enough effect; inconclusive = small, poorly fitted or top-dose-only effect; inactive = no such curve, though single readings can be large or run the other way;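 also: plate controls were DMSO vehicle for no effect and reference control for full effect; nearly all actives have a fitted effect of over 55% in size; some results filed as inactive show a strong effect at the top dose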
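Restored growth of FUS-toxic S. cerevisiae, read as 600 nm absorbance after 24 h at 30C in galactose medium (starting OD 0.005). Controls CP55940 and DMSO.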
* = called active by the depositor; ? = inconclusive. Potency is read from the fitted curve at half-maximal effect. Not all compounds are listed, so the mix of outcomes need not match the whole.

SMILES	FUS yeast rescue
Cc1c(NC(=O)C2CCCN(S(=O)(=O)c3ccccc3[N+](=O)[O-])C2)c(=O)n(-c2ccccc2)n1C (stereo not drawn)	-3%
O=S(=O)(c1ccc(CN2CCOCCOCCN(Cc3ccc(S(=O)(=O)C(F)(F)F)cc3)CCOCC2)cc1)C(F)(F)F	12%
CCNC(=O)Nc1ccc2c(c1)C(=O)N(C)[C@H]1CC[C@H](CC(=O)N[C@H](C)c3ccccc3)O[C@@H]1CO2	1%
O=S1(=O)C=CCN1Cc1cn(Cc2cccc(Cl)c2)nn1	-26%
C[C@@H]1CCN(C2CC2)S(=O)(=O)c2ccc(N3CC[C@@H](O)C3)cc2O1	4%
CCOC(=O)[C@@]12CN(C(=O)OC(C)(C)C)CC=C1N(Cc1ccc(OC)cc1)C(=O)[C@H]2CC(=O)N1CCC(c2ccccc2)CC1	?
C=CCN1[C@@H](CC(C)C)COc2cc(F)ccc2S1(=O)=O	-13%
CCN(CC)C(=O)CC[C@@H]1CC[C@]2(CCCN(Cc3nccs3)C2)O1	-14%
COC(=O)[C@]12C[C@H](CC(=O)NCc3cccc(C(F)(F)F)c3)C(=O)N(Cc3ccccc3)C1=C[C@H](COCc1ccccc1)O[C@@H]2C	?
CC1CCCCN1C(=O)c1ccc(CNC(=O)c2cccc(Br)c2)cc1 (stereo not drawn)	?
COC(=O)[C@]12C[C@H](CC(=O)NCc3ccccc3)C(=O)N(Cc3ccc4c(c3)OCO4)C1=C[C@H](C(C)C)O[C@@H]2C1CC1	?
C/C(C=NNC(=O)CSc1nc2ccccc2n1C)=C\c1ccccc1	1%
O=C(NCc1ccc(Cl)cc1)C1CCCN(c2ncccn2)C1 (stereo not drawn)	0%
O=C(c1ccoc1)N1CCN(c2cc(-c3ccco3)nc3cc(-c4ccco4)nn23)CC1	?
COC(=O)[C@]12C[C@H](CC(=O)NCc3ccc(C)o3)C(=O)N(Cc3cccc4ccccc34)C1=C[C@H](C1CCCC1)O[C@@H]2C	28µM*
NC(=O)c1ccccc1-c1noc(-c2ccccc2F)n1	-14%
C[C@H]1[C@@H](NCC2CCCCC2)CC[C@@]23CCCN2C(=O)CCC[C@@H]13	-9%
CCOC(=O)c1csc(NC(=O)C2CCCN(S(=O)(=O)c3ccc(C)cc3)C2)n1 (stereo not drawn)	38%
N#Cc1cccc(NC(=O)OCCCN2CCC3(CCCCC3)C2=O)c1	8%
O=C(COC(=O)c1ccc(Sc2ncn[nH]2)c([N+](=O)[O-])c1)Nc1ccc(Cl)c(Cl)c1	5%
COc1ccc(-n2c(SCC(=O)Nc3cc(C)c(NC(=O)c4ccccc4)cc3OC)nnc2-c2cccnc2)cc1	?
O=C(OCc1ccccc1)[C@H](Cc1ccccc1)NC(=O)[C@@H]1CC=C[C@@H]2CCN(Cc3ccc(Cl)cc3)C(=O)[C@@H]21	43%
O=S1(=O)CC2c3ccccc3CN2CN1Cc1ccccc1 (stereo not drawn)	4%
O=S1(=O)c2ccc(Br)cc2OC[C@@H](Cc2ccccc2)N1Cc1cn(CCC2OCCCO2)nn1	-4%
COc1ccc(-c2nnc(SCC(=O)N/N=C\C=C/c3ccco3)n2-c2ccc(C)cc2)cc1	?

Remaining list, next part:
SMILES	FUS yeast rescue
Cc1nn(-c2ccccc2)c2sc(C(=O)NCC3CCCO3)cc12 (stereo not drawn)	26%
COC(=O)[C@]12C[C@H](CC(=O)N3CCC(c4ccccc4)CC3)C(=O)N(CCC3=CCCCC3)C1=C[C@H](C1CCCC1)O[C@@H]2C	41%
O=C(C1CCCN(S(=O)(=O)c2ccc([N+](=O)[O-])cc2)C1)N1CCN(Cc2ccccc2)CC1 (stereo not drawn)	-7%
COc1ccc(CN2CCC(CNC(=O)Nc3ccccc3)CC2)cc1	1%
O=C(CSc1nnc(COc2ccc(Cl)cc2)n1Cc1ccco1)Nc1cccc2ccccc12	?
CCCC(=O)OC12CCCN(C1)/C(=C/c1ccc(OC)cc1)C2 (stereo not drawn)	8%
CC(C)(C)c1ccc(S(=O)(=O)N2CCCC(C(=O)NCc3ccco3)C2)cc1 (stereo not drawn)	-9%
COC1=C[C@H](C(=O)NC2CCN(Cc3ccccc3)CC2)[C@H](C)[C@@H](c2ccccc2)CC1=O	12%
COC(=O)[C@]12C[C@H](CC(=O)NCc3ccccc3)C(=O)N(Cc3ccco3)C1=C[C@H](COCc1ccccc1)O[C@@H]2C	34%
CN1C(=O)c2cc(NC(=O)Nc3ccccc3)ccc2OC[C@H]2O[C@@H](CC(=O)NCc3ccc(-c4ccccc4)cc3)CC[C@@H]21	?
Cc1cccc(NC(=O)Cn2nnc(-c3ccccc3F)n2)c1C	4%
CCCCCCCCN1C(=O)[C@@H](CC(=O)N2CCN(C(=O)C3CC3)CC2)C[C@@]2(C(=O)OC)C1=C[C@H](C(C)C)O[C@@H]2C1CC1	28µM*
COc1ccc(C(=O)C2(C(=O)Nc3cc(C)cc(C)c3)CC(c3ccccc3C(F)(F)F)=NO2)cc1 (stereo not drawn)	23%
CC(=O)CC[C@@H]1CC[C@]2(CCCN(C(=O)c3ccc4ccccc4n3)C2)O1	-12%
Cc1ccc(C(=O)NC2CCCCN(Cc3ccccc3C)C2=O)cc1 (stereo not drawn)	11%
O=C(NN=C/C=C/c1ccco1)c1cc(-c2ccc(Cl)cc2)n[nH]1	34%
C=CCN1C(=O)[C@H](CC(=O)N2CCCC2)[C@@]2(C(=O)OCC)CCCC=C12	-5%
Cc1ccccc1N1CCN(C(=O)CCn2nnc3ccccc32)CC1	12%
O=C(Nc1ccc(F)cc1F)C1CCN(c2nnc(-n3cccc3)s2)CC1	2%
CCCCCN1CCCCC(NC(=O)c2c(F)cccc2F)C1=O (stereo not drawn)	8%
CCCCOc1ccc(C(=O)NC2CCCCN(C(C)C)C2=O)cc1 (stereo not drawn)	29%
Cc1ccc(Cn2cc(COC(=O)N(C)Cc3ccccc3)nn2)cc1	12%
COc1cc2c3cc1Oc1cc(ccc1O)C[C@@H]1c4c(cc(OC)c(O)c4Oc4ccc(cc4)C[C@@H]3N(C)CC2)CC[N+]1(C)C	15%
O=C(OC12CCCN(C1)/C(=C/c1cccnc1)C2)c1cccc(F)c1 (stereo not drawn)	6%
O=C(Nc1ccc(Br)c(C(F)(F)F)c1)[C@@H]1CC=C[C@@H]2CCN(CC3CC3)C(=O)[C@@H]21	-6%

(list continues)
SMILES	FUS yeast rescue
O=C(CCc1ccccc1)N[C@H]1[C@H](OCc2ccccc2)CCC[C@@]12C(=O)N(Cc1ccccc1)c1ccc(-c3ccsc3)cc12	34%
CCOC(=O)CNC(=O)CSc1nc2ccccc2c(=O)n1-c1ccc(Cl)cc1	10%
Cc1cc(C)nc(NC(=S)N2CCN(c3ccc(Cl)c(Cl)c3)CC2)c1	5%
C=CCN1[C@@H](C)COc2cc(N3CCSCC3)ccc2S1(=O)=O	38%
COc1ccc(-c2cc(C(=O)NN=C/C(C)=C/c3ccccc3)[nH]n2)cc1	19%
CCCCOCCCNC(=O)C[C@H]1C(=O)N(CCCOC)C2=CCCCC[C@]21C(=O)OC	7%
COc1ccc(-c2cc(-c3nnc(SCc4ccc([N+](=O)[O-])cc4)n3N)[nH]n2)cc1	12%
COc1ccc(Cn2ccc3ccc(-c4ccc5ccn(C(=O)c6ccccc6OC)c5c4)cc32)cc1	42%
CCC(=O)Nc1ccc2c(c1)C(=O)N(C)[C@@H]1CC[C@@H](CC(=O)OC)O[C@H]1CO2	-19%
CCCC1CCC2(CCC(=O)N2CCOC)CC1 (stereo not drawn)	4%
CC(=O)O[C@@]1(C(C)=O)CCC2[C@H]3C=C(C)C4=CC(=O)CC[C@@]4(C)C3CC[C@]21C (stereo partly drawn)	13%
CSc1nnc2c(n1)C[C@H](c1ccccc1)[C@@H](C)[C@@H](C(=O)N1CCCC1)C2	-7%
COc1ccc(-n2c(SCc3cccc4ccccc34)nnc2-c2ccccc2)cc1	?
COC(=O)[C@]12C[C@H](CC(=O)NCc3ccc(C)o3)C(=O)N(Cc3ccco3)C1=C[C@H](C(C)(C)C)O[C@@H]2C	?
CCn1c2ccccc2c2cc(NC(=O)COC(=O)c3ccc(F)cc3F)ccc21	-2%
CC(C)NC(=O)Cn1c(-c2cncs2)nc2ccccc21	-9%
O=C(c1cc(Cl)cc(Cl)c1)N1CC[C@H]2[C@H](CCCN2Cc2cc(F)cc(F)c2)C1	4%
COc1ccc(COC[C@H](C)N2C[C@@H](C)[C@H](CN(C)S(=O)(=O)c3ccc(F)cc3)OCCCC[C@H](C)Oc3ccc(NC(=O)Nc4ccccc4)cc3C2=O)cc1	?
CCC(c1c[nH]c2ccccc12)c1cn(C)c2ccccc12 (stereo not drawn)	9%
CCOc1ccc(N(CC(=O)Nc2c(C)n(C)n(-c3ccccc3)c2=O)S(=O)(=O)c2ccc(C)c(C)c2)cc1	25%
O=C1[C@@H](CCc2ccccc2)[C@@H]2c3cc4ccccc4cc3C=NN2[C@@H]2c3cc4ccccc4cc3C=NN12	-9%
C=CCN1C(=O)[C@@H](CC(=O)NCc2ccc(C)o2)[C@]2(C(=O)OC)CCCCC=C12	0%
CCCCCN1CCCCC(NC(=O)c2ccc(F)c(F)c2)C1=O (stereo not drawn)	-5%
CC(NCc1ccco1)C(=O)N1CCN(c2ccc(F)cc2)CC1 (stereo not drawn)	14%
O=C(CSc1nnc(COc2ccccc2)n1-c1ccccc1)Nc1ccc(S(=O)(=O)Nc2nccs2)cc1	20µM*

Among those listed so far, these contain a thiophene ring, fused or not.
SMILES	FUS yeast rescue
Cc1nn(-c2ccccc2)c2sc(C(=O)NCC3CCCO3)cc12 (stereo not drawn)	26%
O=C(CCc1ccccc1)N[C@H]1[C@H](OCc2ccccc2)CCC[C@@]12C(=O)N(Cc1ccccc1)c1ccc(-c3ccsc3)cc12	34%

Other entries follow:
SMILES	FUS yeast rescue
O=C(CSc1nc2ccccc2n1Cc1ccccc1)NN=Cc1c[nH]c2ccccc12	22%
CCOc1ccc(C=NNC(=O)c2cc(-c3ccc(Cl)cc3)n[nH]2)cc1	8%
Nn1c(SCC(=O)N2CCOCC2)nnc1-c1cc(-c2ccc(Cl)cc2)n[nH]1	-10%
CC(C)c1cc(C(C)C)c(S(=O)(=O)N2CCC(c3cn4ccccc4n3)CC2)c(C(C)C)c1	?
COc1ccc(NC(=O)CSc2ncnc3scc(-c4ccc(C)cc4)c23)cc1OC	22%
COC(=O)[C@]12C[C@H](CC(=O)NCC34CC5CC(CC(C5)C3)C4)C(=O)N(CCc3ccc(OC)c(OC)c3)C1=C[C@H](C(C)C)O[C@@H]2C1CC1	?
CC(C)C(=O)OCCCN1CCC2(CCC(c3ccccc3)CC2)C1=O (stereo not drawn)	19%
COC(=O)C(C(=O)OC)C1OC23CN(S(=O)(=O)c4ccc(C)cc4)C=CC2(C)C3c2ccccc21 (stereo not drawn)	?
C[C@@H]1ON(C)[C@H]2C[C@H]3c4[nH]c5cccc(-c6ccc7c(c6)OCO7)c5c4CCN3C[C@@H]12	31%
C[C@@H]1CCCN1c1ccc2c(c1)OCCCN(C1CC1)S2(=O)=O	17%
O=S1(=O)CC2c3ccccc3CN2CN1CCc1ccccc1 (stereo not drawn)	2%
COc1ccc(-n2c(SCC(=O)N/N=C(/C)c3cccc(O)c3)nc3ccccc3c2=O)cc1	33%
CCN(CC)C(=O)c1oc(=O)c2ccccc2c1-c1ccc(C)cc1	18%
CC(=O)Nc1cccc(-c2cc(C(C)=O)c3n(c2=O)CCC3)c1	-12%
CCCC1CCC2(CC1)CCC2OC(=S)Nc1ccc(Cl)cc1 (stereo not drawn)	-1%
COc1ccc(-n2c(SCC(=O)Nc3cc(C)c(NC(=O)c4ccccc4)cc3OC)nnc2-c2ccco2)cc1	11µM*
C[C@H](C(=O)N(C)c1ccccc1)[C@@H](O)c1ccc2ccccc2c1	1%
CCC[C@H]1[C@@H](NC(=O)c2ccc(OC)cc2)CC[C@@]23CCCN2C(=O)CCC[C@@H]13	24%
CCN(CC)c1ccc(NC(=O)CSc2nnc(-c3ccc(Cl)cc3)n2Cc2ccco2)cc1	?
CC(C)(C)c1ccc(-c2cn(C[C@H](Cc3ccccc3)n3c(=O)c4ccccc4n3Cc3ccno3)nn2)cc1	?
COc1ccc(-n2c(COc3ccccc3)nnc2SCC(=O)Nc2ccc3c(c2)OCO3)cc1	39%

Structural class, those above containing a furan ring, fused or not (twelve)
SMILES	FUS yeast rescue
O=C(c1ccoc1)N1CCN(c2cc(-c3ccco3)nc3cc(-c4ccco4)nn23)CC1	?
COC(=O)[C@]12C[C@H](CC(=O)NCc3ccc(C)o3)C(=O)N(Cc3cccc4ccccc34)C1=C[C@H](C1CCCC1)O[C@@H]2C	28µM*
COc1ccc(-c2nnc(SCC(=O)N/N=C\C=C/c3ccco3)n2-c2ccc(C)cc2)cc1	?
O=C(CSc1nnc(COc2ccc(Cl)cc2)n1Cc1ccco1)Nc1cccc2ccccc12	?
CC(C)(C)c1ccc(S(=O)(=O)N2CCCC(C(=O)NCc3ccco3)C2)cc1 (stereo not drawn)	-9%
COC(=O)[C@]12C[C@H](CC(=O)NCc3ccccc3)C(=O)N(Cc3ccco3)C1=C[C@H](COCc1ccccc1)O[C@@H]2C	34%
O=C(NN=C/C=C/c1ccco1)c1cc(-c2ccc(Cl)cc2)n[nH]1	34%
COC(=O)[C@]12C[C@H](CC(=O)NCc3ccc(C)o3)C(=O)N(Cc3ccco3)C1=C[C@H](C(C)(C)C)O[C@@H]2C	?
C=CCN1C(=O)[C@@H](CC(=O)NCc2ccc(C)o2)[C@]2(C(=O)OC)CCCCC=C12	0%
CC(NCc1ccco1)C(=O)N1CCN(c2ccc(F)cc2)CC1 (stereo not drawn)	14%
COc1ccc(-n2c(SCC(=O)Nc3cc(C)c(NC(=O)c4ccccc4)cc3OC)nnc2-c2ccco2)cc1	11µM*
CCN(CC)c1ccc(NC(=O)CSc2nnc(-c3ccc(Cl)cc3)n2Cc2ccco2)cc1	?
